High-throughput results deposited in PubChem by Emory University Molecular Libraries Screening Center.
14-3-3 PPI: alters human 14-3-3 gamma binding to Raf peptide | AID 422 | FP, 14-3-3gamma / TMR-pS259-Raf peptide binding | inhibition, % at 40 µM | actives 0.19% (n = 160,000); in the data active = inhibition above about 30%;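 also: 0% = protein plus tracer without compound and 100% = blank with tracer alone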
Target sequence (P61981 whole entry, looked up): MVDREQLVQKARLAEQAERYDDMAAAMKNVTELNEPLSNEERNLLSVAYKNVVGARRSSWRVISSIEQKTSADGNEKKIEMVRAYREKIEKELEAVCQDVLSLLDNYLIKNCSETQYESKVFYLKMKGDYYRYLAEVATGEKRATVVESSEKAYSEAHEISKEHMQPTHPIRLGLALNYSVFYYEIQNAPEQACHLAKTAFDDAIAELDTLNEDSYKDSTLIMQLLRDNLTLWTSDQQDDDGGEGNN
Numbers without * were called inactive; & = joins results of further samples. Some of the compounds tested, so the mix of outcomes need not match the whole.

COCCNC(=O)C1CC(=O)N(c2ccc(F)c(Cl)c2)C1 (stereo not drawn) was read as 14-3-3 PPI -3.
`COC(=O)C1=C(C)NC2=C(C(=O)c3ccccc32)C1c1ccccc1OCc1ccccc1F` (stereo not drawn) gave 14-3-3 PPI -49.
`CCCCSc1nnc2c(n1)OC1(CCCC1)Nc1ccccc1-2` gave 14-3-3 PPI 117*.
Screening CCCCC(=O)N1c2ccccc2NC2=C(C(=O)CCC2)C1c1ccc(OC)cc1 (stereo not drawn) returned 14-3-3 PPI -4.
`CCCCN(CC)S(=O)(=O)c1ccc2[nH]c(=O)cc(C(=O)NC3CCCCCCC3)c2c1` gave 14-3-3 PPI -13.
Screening O=C(Nc1ccc(Cl)cc1)c1sc2ccccc2c1Cl returned 14-3-3 PPI -1.
Screening COC(=O)c1ccc(Nc2sc3c(c2C#N)CCCC3)c([N+](=O)[O-])c1 returned 14-3-3 PPI 8.
For CCOC(=O)C1CCN(C(=O)CN2C(=O)CSc3ccc(S(=O)(=O)N4CCOCC4)cc32)CC1 the results were 14-3-3 PPI -2.
CC1CC(=O)N(c2ccc(N3CCN(Cc4ccc(Cl)cc4)CC3)c([N+](=O)[O-])c2)C1=O (stereo not drawn) was read as 14-3-3 PPI -3.
Screening CCOC(=O)C1CCN(C(=O)CSCc2nc(-c3ccc(OCC)cc3)oc2C)CC1 returned 14-3-3 PPI -5.
Screening Cn1cnc2cc(NCc3ccncc3)ccc21 returned 14-3-3 PPI 2.
For CN1CCCC(OC(=O)c2cc(Br)ccc2Cl)C1 (stereo not drawn) the results were 14-3-3 PPI -1.
Screening CC1CCN(S(=O)(=O)c2ccc3[nH]cc(C(=O)N4CCCCCC4)c(=O)c3c2)CC1 returned 14-3-3 PPI -8.
For COc1cccc(NC(=O)c2ccco2)c1 the results were 14-3-3 PPI 6.
`O=C1OCCC1Sc1nnc(-c2cccs2)n1Cc1ccccc1` (stereo not drawn) gave 14-3-3 PPI -2.
`O=C(COC(=O)c1ccc(Oc2ccccc2)cc1)Nc1nnc(-c2ccccc2)o1` gave 14-3-3 PPI -12.
Cc1ccc(CCP(=O)(O)CN2CCCCC2)cn1 was read as 14-3-3 PPI 0.
For NS(=O)(=O)c1ccc(CCNC(=O)CN2C(=O)c3ccccc3C2=O)cc1 the results were 14-3-3 PPI -11.
`O=C(Nc1ccc(I)cc1)C1CC2c3ccccc3C1c1ccccc12` (stereo not drawn) gave 14-3-3 PPI 9.
Screening CC(=O)N1c2ccccc2NC2=C(C(=O)CC(c3cccc([N+](=O)[O-])c3)C2)C1c1ccccc1 (stereo not drawn) returned 14-3-3 PPI 3.

The list goes on; the last 7 above are carried over.
For COc1cccc(NC(=O)c2ccco2)c1 the results were 14-3-3 PPI 6.
`O=C1OCCC1Sc1nnc(-c2cccs2)n1Cc1ccccc1` (stereo not drawn) gave 14-3-3 PPI -2.
`O=C(COC(=O)c1ccc(Oc2ccccc2)cc1)Nc1nnc(-c2ccccc2)o1` gave 14-3-3 PPI -12.
Cc1ccc(CCP(=O)(O)CN2CCCCC2)cn1 was read as 14-3-3 PPI 0.
For NS(=O)(=O)c1ccc(CCNC(=O)CN2C(=O)c3ccccc3C2=O)cc1 the results were 14-3-3 PPI -11.
`O=C(Nc1ccc(I)cc1)C1CC2c3ccccc3C1c1ccccc12` (stereo not drawn) gave 14-3-3 PPI 9.
Screening CC(=O)N1c2ccccc2NC2=C(C(=O)CC(c3cccc([N+](=O)[O-])c3)C2)C1c1ccccc1 (stereo not drawn) returned 14-3-3 PPI 3.
For CCN(CCNC(=O)C1CC(=O)N(CCc2ccccc2)C1)c1ccccc1 (stereo not drawn) the results were 14-3-3 PPI 2.
For CN1CC(=O)N(CC(=O)NCc2ccc(F)cc2)c2ccccc2C1=O the results were 14-3-3 PPI -1.
`Cc1ccc(N2C(=O)c3ccccc3C2C(=O)NC2CCCC2)cc1Cl` (stereo not drawn) gave 14-3-3 PPI -4.
For CC(C)CCNC(=O)CCCOc1cc(=O)n(C)c2ccccc12 the results were 14-3-3 PPI -6.
For CC(=O)[C@@]1(O)CC[C@H]2[C@@H]3C[C@H](C)C4=CC(=O)CC[C@]4(C)[C@H]3CC[C@@]21C the results were 14-3-3 PPI -1.
Cc1ccc2n1CCn1cc(-c3ccc(Br)cc3)cc1-2 was read as 14-3-3 PPI -271.
For CCOC(=O)c1c(C)[nH]c(C(=O)COC(=O)CNC(=O)C2CCCCC2)c1C the results were 14-3-3 PPI -8.
For CCOC(=O)N1CCN(C(=O)C2CCCN(S(=O)(=O)c3cc(C)ccc3OC)C2)CC1 (stereo not drawn) the results were 14-3-3 PPI 4.
`COc1ccc(CC(CC(=O)O)C(=O)Nc2ccc(Cl)cc2)cc1` (stereo not drawn) gave 14-3-3 PPI -8.
`O=C(NC1CCCCCCC1)c1ccc(N2CC3CC(C2)c2cccc(=O)n2C3)c(NS(=O)(=O)c2ccc(Cl)cc2)c1` (stereo not drawn) gave 14-3-3 PPI -14.
Cc1ccccc1Nc1sc(C(=O)c2ccccc2)c(N)c1C(=O)NCC1CCCO1 (stereo not drawn) was read as 14-3-3 PPI -10.
CC1CC(C)CN(CCCNS(=O)(=O)c2cc(Br)cc3c2N(C(=O)C2CC2)CC3)C1 (stereo not drawn) was read as 14-3-3 PPI -3.
`CCC(C)(C(=O)NC1CCCCC1)N(C(=O)C1CCC(=O)N1)c1ccc(C)cc1` (stereo not drawn) gave 14-3-3 PPI -24.
Screening CC1CCCCN1CCNC(=O)c1cc2c(-c3ccccc3F)nn(C)c2s1 (stereo not drawn) returned 14-3-3 PPI -10.
`COc1ccc(S(=O)(=O)NCc2ccccn2)cc1Br` gave 14-3-3 PPI 2.
`NC(=O)C1(N2CCCCC2)CCN(C(=O)Cn2c(=O)[nH]c3ccccc3c2=O)CC1` gave 14-3-3 PPI -1.
Screening O=C(CSc1nccn1-c1ccccc1)Nc1ccc(OC(F)(F)F)cc1 returned 14-3-3 PPI 5.
For CC(=O)OCc1cnc(C)c2oc(=Nc3cccc(Cl)c3)c(C(=O)Nc3ccc(C)cc3)cc12 the results were 14-3-3 PPI -44.
CNCCCNC(=O)c1ccccn1 was read as 14-3-3 PPI 0.
Screening Cc1nc2n[nH]c(N)c2c(C)c1Cl returned 14-3-3 PPI -3.
CN(C)C(C)(C)c1nnnn1C(c1ccccc1)c1ccccc1 was read as 14-3-3 PPI 8.
Screening CCCCCOC(=O)C(C)c1c(C)[nH]c(=S)[nH]c1=O (stereo not drawn) returned 14-3-3 PPI -7.
COC(=O)C1=C(C)NC2=C(C(=O)CC(C)(C)C2)C1c1ccsc1 (stereo not drawn) was read as 14-3-3 PPI 18.
CCC(C)(C)C1CCC2(CC1)SCC(=O)N2c1ccc(C)cc1 (stereo not drawn) was read as 14-3-3 PPI -7.
O=C(NCCN1CCOCC1)c1cc2nc(-c3ccc(Br)cc3)cc(C(F)(F)F)n2n1 was read as 14-3-3 PPI -6.
`COc1ccc(N2COc3ccc4c(C)cc(=O)oc4c3C2)cc1` gave 14-3-3 PPI -5.
For CCOc1ccc2noc3c2c1C(=O)c1ccccc1-3 the results were 14-3-3 PPI 4&-82.
For CCOCC(=O)Nc1nc2c(s1)C(=O)CC(C)(C)C2 the results were 14-3-3 PPI 6.
Screening CCCCCSc1nnc2c(n1)OC(c1ccc(C(=O)O)cc1)N(C(C)=O)c1ccccc1-2 (stereo not drawn) returned 14-3-3 PPI -3.
For CCCCCn1c(=S)[nH]c2cc(C(=O)Nc3ccc4c(c3)CCC4)ccc2c1=O the results were 14-3-3 PPI -11.
`COc1ccccc1OCC(=O)Nc1ccc(O)cc1C(=O)O` gave 14-3-3 PPI -3.
For O=C1c2ccccc2-c2nnc(-c3cc(Cl)sc3Cl)cc21 the results were 14-3-3 PPI -7.
Screening COc1cc(OC)cc(-n2c(=O)c3sccc3n(Cc3cc(C)ccc3C)c2=O)c1 returned 14-3-3 PPI -3.
For Cc1cc(S(=O)(=O)N2CCCC2)ccc1OCC(=O)N1CCOCC1 the results were 14-3-3 PPI 4.
`CCOC(=O)/C(C#N)=C1/C=Nc2ccccc2N1` gave 14-3-3 PPI -3.
CCCNC(=O)Cn1cnc2c1c(=O)n(C)c(=O)n2C was read as 14-3-3 PPI -4.
Screening CCOC(=O)C(NC(=O)CCC(=O)Nc1ccc(S(N)(=O)=O)cc1)C(O)c1ccccc1 (stereo not drawn) returned 14-3-3 PPI -12.
CC(C)n1c(SCc2ccc(Cl)cc2)nc2c1c(=O)[nH]c(=O)n2C was read as 14-3-3 PPI -8.
For Cc1c(O)c(CN2CCCCC2)cc2c3c(c(=O)oc12)CCC3 the results were 14-3-3 PPI -6.
Screening COc1ccc(-c2cnnn2-c2ccc(NC(=O)c3ccc(F)cc3)cc2)cc1OC returned 14-3-3 PPI -12.
`CCC(=O)Oc1ccc(C(=O)Nc2ccc(-c3nc4ccccc4[nH]3)cc2)cc1` gave 14-3-3 PPI -7.
`CCCC12CN3CC(C)(CN(C1)C3c1ccc(O)cc1O)C2=O` (stereo not drawn) gave 14-3-3 PPI -3.
COc1ccc(C2NC(=O)CCC2[N+](=O)[O-])c(OC)c1 (stereo not drawn) was read as 14-3-3 PPI -1.
COCCCNC(=O)Cn1cnc2sc(C)c(S(=O)(=O)N3CCCCC3)c2c1=O was read as 14-3-3 PPI 2.
`N[C@@H](Cc1ccccc1)c1nnc(SCc2ccccc2Cl)o1` gave 14-3-3 PPI -5.
O=C(OCc1nc2ccccc2c(=O)[nH]1)c1cccs1 was read as 14-3-3 PPI -3.
For O=C(Nc1ccc(OC(F)(F)F)cc1)c1cnn2c1NC(c1ccco1)CC2C(F)(F)F (stereo not drawn) the results were 14-3-3 PPI -163.
O=C(Cc1cccs1)N(Cc1ccco1)C1(C(=O)NC2CCCCC2)CCCCC1 was read as 14-3-3 PPI -12.
Cc1nc2c(C(=O)N(C)CCC#N)c[nH]n2c(=O)c1Cc1ccc(F)cc1 was read as 14-3-3 PPI 12.
CCCCc1ccc(NC(=O)CSc2nc3c(c(=O)n2CC)SC(C)C3)cc1 (stereo not drawn) was read as 14-3-3 PPI -5.
`CCCCc1c(C)nn(-c2nnc3c4ccccc4n(CC)c3n2)c1C` gave 14-3-3 PPI -25.
CC(C)COc1ccc(C(=O)NCC2(c3ccccc3)CCCC2)cc1 was read as 14-3-3 PPI -1.
For CS(=O)(=O)N(CC(=O)O)c1cccc(Cl)c1 the results were 14-3-3 PPI 3.
For COc1ccc2c(c1)C(C)CC(C)(C)N2C(=O)Nc1ccc(Cl)cc1 (stereo not drawn) the results were 14-3-3 PPI -5.
Screening Fc1ccc(C2=Nn3c(nnc3-c3n[nH]c4c3CCC4)SC2)cc1 returned 14-3-3 PPI -8.
Screening O=C(c1ccc2c(=O)n(Cc3ccc4c(c3)OCO4)c(=S)[nH]c2c1)N1CCN(C2CCCCC2)CC1 returned 14-3-3 PPI -1.
`Cc1cc(C)c(S(=O)(=O)N(C)CC(N)=O)c(C)c1` gave 14-3-3 PPI -7.
Screening Brc1nc(Br)c(Br)c(Br)c1Br returned 14-3-3 PPI 11.
O=C(NC1CCCCC1)C1c2ccccc2C(=O)N1CCC1=CCCCC1 (stereo not drawn) was read as 14-3-3 PPI -8.
Screening O=C1Nc2cc(C(=O)N3CCN(c4ccc(Cl)cc4)CC3)ccc2Nc2ccccc21 returned 14-3-3 PPI -3.

Copied from above (three entries):
`CCC(=O)Oc1ccc(C(=O)Nc2ccc(-c3nc4ccccc4[nH]3)cc2)cc1` gave 14-3-3 PPI -7.
`CCCC12CN3CC(C)(CN(C1)C3c1ccc(O)cc1O)C2=O` (stereo not drawn) gave 14-3-3 PPI -3.
COc1ccc(C2NC(=O)CCC2[N+](=O)[O-])c(OC)c1 (stereo not drawn) was read as 14-3-3 PPI -1.

More records
Screening CC(=O)Nc1cc(C(=O)NCc2ccco2)ccc1Sc1ccc(F)cc1 returned 14-3-3 PPI -5.
COc1cc(OC)cc(C(=O)Nc2cc(C(=O)Nc3cccc(C(F)(F)F)c3)ccc2N2CC3CC(C2)c2cccc(=O)n2C3)c1 (stereo not drawn) was read as 14-3-3 PPI 2.
`C=CCc1cccc2cc(C(=O)OCC(=O)c3ccc(Br)cc3)c(=O)oc12` gave 14-3-3 PPI -1.
CC(C)C(NS(=O)(=O)c1ccc2c3c(cccc13)C(=O)N2)C(=O)O (stereo not drawn) was read as 14-3-3 PPI -7.
COc1ccc(CNc2ccc3c(c2)ncn3C(C)(C)C)c(OC)c1 was read as 14-3-3 PPI -7.
Screening COc1ccc(C(=O)OC(COc2ccccc2)Cn2ccnc2)cc1 (stereo not drawn) returned 14-3-3 PPI 7.
Screening Cc1ccc(S(=O)(=O)c2c(C)nn(-c3ccccc3)c2OC(=O)c2ccc(Br)o2)cc1 returned 14-3-3 PPI -5.
Screening Cc1sc2c(c1C)c(=O)n(Cc1ccccc1)c(=O)n2Cc1ccc([N+](=O)[O-])cc1 returned 14-3-3 PPI -9.
Screening CC1(C)Nc2ccccc2N(CCC(=O)N2CCOCC2)C1=O returned 14-3-3 PPI -10&3.
Screening Cc1cccc(NC(=O)C2c3ccccc3C(=O)N(C)C2c2cccs2)n1 (stereo not drawn) returned 14-3-3 PPI -3.
Screening CCC(C)NC(=O)c1cc(=O)[nH]c2ccc(S(=O)(=O)N(C)C3CCCCC3)cc12 (stereo not drawn) returned 14-3-3 PPI -29.
Screening CC1(C)CC2(CC(C)(c3csc(N)n3)OC2=O)C(=O)O1 (stereo not drawn) returned 14-3-3 PPI 3.
